Screens as filed in PubChem BioAssay.
hcDAF12 agonist: activators of H. contortus DAF-12 nuclear receptor | 1.4% of 370,000 active | activation, % at 6.8 µM | AID 652067 | HEK293 hcDAF-12 lit1-tk-luc reporter, luminescence; 0% DMSO, 100% Δ7-dafachronic acid;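 active = activation above the mean of all tested compounds plus 3 SD, cut at about 5.5% in these data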;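 note: 100% = response to 3 µM Δ7-dafachronic acid high control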
SMARCA2 activ: activators of SMARCA2 function | MG213 cells, MMTV-luciferase reporter, dexamethasone, overnight | activation, % at 9.1 µM | 1% of 370,000 active | AID 652017; in the data active = activation above about 7.8%;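 note: 0% = vehicle wells and 100% = reference activator wells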
hgDAF-12 ag: activates the H. glycines DAF-12 receptor ligand-binding domain | HEK293 GAL4-hgDAF12 UAS-luciferase reporter, agonist luminescence; normalized to butyrate control | activation, % at 6.8 µM | 1.8% of 370,000 active;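 active = activation above a cutoff set at the mean of all screened compounds plus 3 SD, cut at about 10% in these data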;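 note: 0% = DMSO wells and 100% = sodium butyrate wells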
GC-A act: GC-A (human) enzyme activation | P16066 | HEK293 GC-A cells, cGMP TR-FRET, EC30 ANP; 0% at EC30 ANP, 100% saturating ANP | activation, % at 10 µM | 0.14% of 370,000 active; in the data active = activation above about 40%
DAX1 inh-1: inhibitors of DAX1 repression of SF-1 activated StAR promoter. HEK293T StAR-luciferase reporter, SF-1/DAX-1 repression relief. inhibition, % at 6.8 µM. 1.1% of 370,000 active. AID 652010;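 active = inhibition above the mean over all tested compounds plus 3 SD, cut at about 3.6% in these data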;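 note: 0% = DAX-1 cells with DMSO and 100% = cells lacking DAX-1 with DMSO; higher inhibition means more luminescence from relief of DAX-1 repression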
ssDAF-12 act: S. stercoralis DAF-12 activation, primary screen | 1% of 370,000 active | HEK293 ssDAF-12/GRIP1 lit1-tk-luc reporter, luminescence; % of 3 µM dafachronic acid response | activation, % at 6.8 µM;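 active = activation above the mean over all tested compounds plus 3 SD, cut at about 0.9% in these data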;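 note: 0% = DMSO-only wells and 100% = 3 µM delta7-dafachronic acid wells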
HGIII-sPLA2 inh: Blocks human group III sPLA2 activity; QFRET BODIPY PC-A2 liposome hydrolysis, fluorescence; 0.56% of 370,000 active; inhibition, % at 12.2 µM; Q9NZ20;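 active = inhibition above mean plus 3 SD of compounds lying within the high and low control bounds, cut at about 19% in these data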;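 note: 0% = median of test compound wells and 100% = no enzyme DMSO wells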
Target sequence (Q9NZ20 whole entry, looked up): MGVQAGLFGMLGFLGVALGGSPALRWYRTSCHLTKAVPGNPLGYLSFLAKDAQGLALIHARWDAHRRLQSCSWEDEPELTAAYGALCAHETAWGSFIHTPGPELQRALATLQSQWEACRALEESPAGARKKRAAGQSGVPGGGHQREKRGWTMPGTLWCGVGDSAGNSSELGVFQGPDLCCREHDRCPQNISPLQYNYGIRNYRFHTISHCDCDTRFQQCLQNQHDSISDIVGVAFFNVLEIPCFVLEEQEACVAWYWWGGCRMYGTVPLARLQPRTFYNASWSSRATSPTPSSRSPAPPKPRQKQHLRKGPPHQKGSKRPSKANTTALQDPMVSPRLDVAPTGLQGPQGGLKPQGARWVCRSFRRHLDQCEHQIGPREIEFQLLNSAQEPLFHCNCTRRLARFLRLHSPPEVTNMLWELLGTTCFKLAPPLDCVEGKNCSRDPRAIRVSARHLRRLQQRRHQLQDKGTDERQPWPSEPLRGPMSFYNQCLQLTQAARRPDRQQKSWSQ
NPR2 activator: GC-B (human) receptor activation; HEK293-GC-B cells, CNP EC30, cGMP TR-FRET; 0% at EC30 CNP, 100% saturating CNP; activation, % at 10 µM; 0.11% of 370,000 active; AID 1920062;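 active = activation at 10 µM reaching about 35% in either raw or pattern-adjusted values, limit read from the data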
FXN GAA850 act: increases GAA850 frataxin promoter reporter activity | HEK293 lucGAA850 FXN promoter luciferase reporter, 24 h; percent of 10 µM SAHA response | activation, % at 6 µM | 0.56% of 360,000 active;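 active = activation above the average of all compounds screened plus 3 SD, cutoff fixed separately per campaign, cut at about 7.5% in these data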;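 note: 0% = DMSO wells and 100% = 10 µM SAHA wells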
proKLK7 act: proKLK7 (human) activation, primary screen; activation, % at 7 µM; AID 652039; 0.9% of 370,000 active; purified proKLK7, EDANS-DABCYL substrate fluorescence; 100% is mature enzyme control, 0% vehicle;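 active = activation above the mean of all tested compounds plus 3 SD, computed per campaign excluding outliers beyond control limits, cut at about 13% in these data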
Target sequence (P49862 whole entry, looked up): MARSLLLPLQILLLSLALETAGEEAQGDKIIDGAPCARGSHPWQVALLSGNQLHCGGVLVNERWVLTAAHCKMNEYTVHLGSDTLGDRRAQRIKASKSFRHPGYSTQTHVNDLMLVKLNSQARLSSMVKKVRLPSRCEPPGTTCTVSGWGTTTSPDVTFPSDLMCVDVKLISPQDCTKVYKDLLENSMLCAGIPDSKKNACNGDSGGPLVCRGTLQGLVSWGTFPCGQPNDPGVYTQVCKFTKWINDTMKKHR
DAX1 inh-2: inhibitors of human orphan nuclear receptor DAX1 (NR0B1); P51843; HEK293 Gal4-DAX1 luciferase reporter, luminescence; inhibition, % at 6.75 µM; 0.99% of 340,000 active; AID 504766;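 active = inhibition above the mean over all tested compounds plus 3 SD, cut at about 4.2% in these data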;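 note: 0% = DAX1-transfected cells with DMSO and 100% = empty-vector control cells with DMSO; inhibition shows as a rise in luminescence from relieved DAX1 repression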
Target sequence (P51843 207-470 limits assumed): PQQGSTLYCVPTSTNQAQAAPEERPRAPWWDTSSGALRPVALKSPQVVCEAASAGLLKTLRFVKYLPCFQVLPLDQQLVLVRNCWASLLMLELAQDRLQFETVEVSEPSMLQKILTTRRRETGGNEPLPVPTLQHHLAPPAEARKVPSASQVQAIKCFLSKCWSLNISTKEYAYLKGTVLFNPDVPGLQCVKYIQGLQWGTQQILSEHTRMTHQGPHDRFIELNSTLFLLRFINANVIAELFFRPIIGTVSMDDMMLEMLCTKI
The depositor's hits bear a star; . = not tested or not shown. The list is partial; rates above refer to the full screens.

Sequence of screens: hcDAF12 agonist, SMARCA2 activ, hgDAF-12 ag, GC-A act, DAX1 inh-1, ssDAF-12 act, HGIII-sPLA2 inh, NPR2 activator, FXN GAA850 act, proKLK7 act, DAX1 inh-2
- CC1CCCN(C(=O)CN2C3CCC2CC(O)(c2ccc(F)cc2)C3)C1 (configuration not stated)
  -0.9, -3, -2.2, -3, -0.8, -0.4, -4, -1, 2.0, -0.2, -0.3
- COC(=O)C1C(c2ccc(F)cc2)CC2CCC1N2C (configuration not stated)
  -0.5, 1, 2.1, 3, 0.2, 0.5, 0, 0, ., -0.1, .
- CCOc1ccc(-c2cc(C)[n+](CCc3ccc(OC)c(OC)c3)c(-c3ccc(OCC)cc3)c2)cc1
  -6.2, -8, -10, 6, -2.4, -2.5, -1, -1, -4.2, 0.8, -4.6
- CCOc1cc(CNC(C)C(O)c2ccccc2)cc(Cl)c1OCC (configuration not stated)
  0.4, -4, -1.1, -1, -0.3, -1.0, 5, 1, -1.6, 0.8, -0.5
- CC[C@H]1OC(=O)C[C@@H](O)[C@H](C)[C@@H](O[C@@H]2O[C@H](C)[C@@H](O[C@H]3C[C@@](C)(O)[C@@H](O)[C@H](C)O3)[C@H](N(C)C)[C@H]2O)[C@@H](CC=O)C[C@@H](C)C(=O)/C=C/C(C)=C/[C@@H]1CO[C@@H]1O[C@H](C)[C@@H](O)[C@@H](OC)[C@H]1OC
  -0.8, -2, 1.7, 4, 0.1, -1.6, 3, 2, 1.2, 0.1, -0.4
- Cc1ccc2c(c1)C1CN(C)CCC1N2C(=S)Nc1cccnc1 (configuration not stated)
  -0.1, -1, -3.5, -2, 0.8, -0.5, 0, 0, 0.2, 0.1, 0.9
- CCCc1nc2ccccc2c(=O)n1-c1ccc(O)cc1
  -1.5, 0, -0.9, -5, -0.4, -1.7, -13, -3, 2.6, 0.4, 2.6
- CCn1c(O)c(C=Nc2ccc(N3CCOCC3)c(Br)c2)c(=O)n(CC)c1=S
  -0.9, -4, 1.2, 5, -0.6, -0.9, 4, -2, -3.1, 0.7, -0.3
- Cc1ccc(N2C(=O)NC(=O)C3(Cc4ccccc4N4CCCC43)C2=O)cc1 (configuration not stated)
  2.5, 7, 2.2, 6, 0.1, 0.2, -10, 2, 3.5, -3.7, 0.6
- COC(=O)C1=C(c2ccc(OCc3ccccc3)cc2)C[C@@H]2CC[C@H]1N2C(=O)NCCCCc1ccccc1
  -1.7, -3, -1.8, 1, 1.6, -1.3, -2, 3, -11, 0.5, -1.3
- CCCCCCCCCCCCn1ccc(=N)cc1
  -6.2, -9, -9.3, 2, -2.2, -2.8, -4, 8, -8.2, -0.4, -7.9
- CCC(=NCc1cccnc1)c1c(O)n(C2CCCCC2)c(=O)[nH]c1=O
  -1.0, -4, -2.1, 6, -0.3, -1.0, -2, -3, 2.0, 0.1, 0.3
- Cc1cc(/C=C2\C(=O)NC(=O)N(c3ccccc3)C2=O)c(C)n1-c1ccc(C(=O)O)c(Cl)c1
  1.2, -2, -1.8, -3, 0.1, -0.2, -1, 6, 1.3, -0.5, -0.4
- Cc1nc2cc(-c3ccccc3)nn2c(C)c1CCC(=O)N1CCC2(CC1)OCCO2
  -3.7, -6, -8.8, 2, -0.5, -2.6, -1, -7, -12, -1.0, -0.6
- CCOP(=O)(OCC)C1(C(=O)O)CCCC1
  -1.1, -4, -0.4, 0, -0.5, -1.3, 24*, 5, -0.1, 0.1, 5.1*
- COc1cccc(OC)c1CN1CCCC(C(=O)c2cccc(Cl)c2)C1 (configuration not stated)
  -0.5, -4, 0.7, -13, 0.4, -1.8, -11, -8, -1.9, 0.0, 0.3
- N=c1ccccn1Cc1ccccc1
  0.6, -4, 3.5, ., -1.3, -0.4, 5, ., 0.5, -0.1, 4.7*
- Cc1ccccc1-c1ccc2n1Cc1cnnn1-c1ccccc1-2
  2.8, -2, -4.4, -2, -1.6, -1.5, -6, 4, 1.3, -0.4, 1.0
- CCC1(c2cccc(O)c2)CCCCN(C)C1 (configuration not stated)
  -1.1, 1, -1.4, -1, 0.6, -1.5, 4, -3, 0.4, 0.3, -0.8
- CCCn1cc(C(=O)O)cn1
  -0.9, 2, 1.1, 0, 0.8, -0.4, 1, -1, 1.2, 0.1, -1.4

Taken from above:
SMARCA2 activ with CCCCCCCCCCCCn1ccc(=N)cc1 = -9
hgDAF-12 ag with CCC(=NCc1cccnc1)c1c(O)n(C2CCCCC2)c(=O)[nH]c1=O = -2.1

New compounds follow:
Sequence of screens: hcDAF12 agonist, SMARCA2 activ, hgDAF-12 ag, GC-A act, DAX1 inh-1, ssDAF-12 act, HGIII-sPLA2 inh, NPR2 activator, FXN GAA850 act, proKLK7 act, DAX1 inh-2
- CCn1c(C)c(C(=O)NCCc2ccccc2)c2cc(OC)ccc21
  3.2, -2, 0.8, 8, 0.5, -0.1, 3, 8, 2.1, 0.0, 0.2
- Cc1ccc(-n2c(=S)[nH]c3ccccc3c2=O)cc1C
  -0.9, -2, -3.0, 4, -1.4, -1.3, 7, 0, 0.6, -0.9, 0.5
- CCOC(=O)c1c(N)n(CCN2CCOCC2)c2nc3ccccc3nc12
  -0.2, -2, 0.8, 1, -0.8, 0.3, 1, -2, -0.9, 27*, -0.3
- NS(=O)(=O)c1ccc(N=Cc2c(O)n(-c3ccccc3)c(=O)[nH]c2=O)cc1
  1.4, 1, -0.3, 3, 0.2, 0.8, 3, -1, 1.1, -1.2, .
- O=C(Nc1ccc2c(c1)OCO2)c1cn(Cc2ccc(F)cc2)nn1
  -0.8, 5, 1.4, 2, 0.4, -0.9, -5, 8, 1.3, 0.1, 0.3
- COc1ccc2ccc(O)c(CN3CC=C(c4ccccc4)CC3)c2c1
  1.4, -2, 0.5, -4, -0.4, -0.4, -27, -6, -1.2, -0.5, -1.0
- CC(C)c1oc(=O)cc2c1[C@@H](O)[C@H]1OC(=O)[C@@]3(C)CC[C@@H](O)[C@@]2(C)C13 (some centres not stated)
  -1.9, 0, -9.9, 1, -1.8, -1.9, 3, -2, -6.3, 0.2, -3.4
- CC(=O)N(C1=NCCCS1)c1ccc(F)cc1
  -0.3, 5, 1.6, -5, 0.2, -1.1, 2, 0, 0.0, 0.1, -0.3
- Cc1ccc(C2SCC(=O)Nc3c2c(=O)[nH]n3C2CCOC(C)(C)C2)cc1 (configuration not stated)
  -0.8, 0, -0.4, 1, 0.2, -1.0, 8, 3, 0.1, 0.1, 0.5
- CC(C)(C)NC(=S)N1Cc2ccccc2-n2nncc2C1
  -0.3, -5, -0.9, -1, 0.6, -1.6, -1, 2, -1.6, -0.5, -0.2
- COc1ccc2c3c1OC1[C@H](O)CCC4[C@@H](C2)N(C)CC[C@]314 (some centres not stated)
  0.6, -5, 0.7, 6, 0.1, -1.1, 2, -2, 0.5, -0.2, 0.1
- CCCC(=O)c1cc(CP(=O)(OCC)OCC)oc1C
  -1.1, -5, 1.5, 3, -0.2, -0.5, -6, 5, -0.2, -0.2, .
- CC(C)(C)NC(=O)CN1CCCN(C(=O)COc2ccc(Cl)c3ccccc23)CC1
  -0.1, -1, -2.1, -7, -0.5, -1.4, -3, -9, 2.4, 0.1, -0.7
- C=CCN(CC=C)C(=O)CCN1CC1C (configuration not stated)
  -2.1, -4, -4.1, -3, -0.1, -1.1, 2, 5, 1.3, 0.9, 1.1
- CC(=O)Nc1ccc(C(=O)OCC(=O)Nc2ccc(Cl)cc2C(=O)c2ccccc2)cc1
  -3.2, -3, -0.5, 2, 0.1, -0.6, -5, 2, 1.5, 0.4, 1.7
- CC(=O)O[C@H]1CCC2C3CCC4=CC(=O)CCC4=C3C=C[C@@]21C (some centres not stated)
  -1.0, -3, -2.5, 1, 0.2, -0.5, -10, -1, 0.2, -2.1, 0.5
- Nc1c(C(=O)NCCN2CCOCC2)c2nc3ccccc3nc2n1Cc1ccco1
  -0.4, 1, 1.2, 33, -0.9, -2.2, -13, 13, 2.6, 9.5, 0.1
- Cc1ccc(N)c(C)c1
  0.1, -1, -1.2, 0, 0.4, -0.7, 0, -4, 1.5, -0.4, 0.2
- C[C@@H]1O[C@@H](O[C@@H]2C=C3CCC4C(CC[C@]5(C)[C@@H](c6ccc(=O)oc6)CC[C@]45O)[C@@]3(C)CC2)[C@H](O)[C@H](O)[C@H]1O (some centres not stated)
  -7.2, -12, -15, 3, -7.8, -3.1, -15, 3, -14, 1.3, -5.6
- Cc1cc(NC(=O)CCl)no1
  -0.8, 8.9*, -4.0, 4, -3.9, -1.4, 1, 0, 0.6, 0.1, -2.5
- CN(c1ccc(O)cc1)c1ccc([N+](=O)[O-])c2nonc12
  -1.2, -3, -5.5, -2, -1.5, -1.5, 9, -4, 0.1, 0.2, -0.6
- COP(=S)(OC)c1c(C)nn(CCC#N)c1NC(=O)c1ccc(Cl)cc1
  -1.5, 2, 0.3, -1, 0.2, -0.6, -5, -1, -2.0, -0.3, -0.4
- Cc1ccc(N)c(C(=O)c2ccccc2)c1
  -0.8, 5, 3.1, -1, -0.4, -1.7, -2, -2, 1.6, 0.2, 0.2
- CC(NS(=O)(=O)OCC(Cl)(Cl)Cl)c1ccccc1 (configuration not stated)
  0.0, -1, 1.4, -2, -0.7, -0.5, 0, -1, 2.9, 0.3, 1.0
- Cn1c(=O)c2c(ncn2CCCl)n(C)c1=O
  -0.6, 1, 2.3, 2, -0.2, -1.6, 2, 6, -2.0, 0.2, 2.2
- O=C1/C(=C\c2ccncc2)N2CCC1CC2
  -2.5, 2, 2.3, 7, -0.2, -1.2, 0, 5, -0.5, 0.6, .
- Cc1ccc2c(c1)C(c1ccccc1)=NCC(=O)N2
  -0.9, -4, -2.2, -26, 0.3, -0.7, 12, -9, 0.4, 0.5, 2.2
- COC(=O)C1=C(c2ccc(C(C)=O)cc2)C[C@@H]2CC[C@H]1N2C(=O)N1CCC(O)(c2ccc(Cl)cc2)CC1
  -2.6, 1, -2.0, -4, 0.2, -1.6, -18, -7, -0.1, 0.6, 0.1
- O=C(CN1C(=O)[C@@H](Cc2ccccc2)N=C(c2ccccc2)c2ccccc21)NC1CCCCC1
  -2.1, -4, -2.3, -21, 0.9, -0.1, 0, -27, ., 0.4, .
